Compound activity from PubChem BioAssay.
N370S GC mod = inhibits or activates N370S mutant glucocerebrosidase. P04062. N370S GC spleen homogenate, 4MU-glucoside fluorescence. Potency, µM (series often up to 59.4 µM), inactives show at the highest dose activity change, negative = inhibition, usual class: inhibitors. hit rate 0.092% among 330,000. AID 2101;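 also: 0% = full enzyme activity and -100% = no enzyme basal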
FEN1 inh = blocks human flap endonuclease 1; P39748; Recombinant FEN1 flap cleavage, fluorescence, 15 min; Potency, µM (titrated, usually from 114 µM), for inactives: at the top dose activity change, negative = inhibition, actives largely listed as inhibitors; hit rate 0.35% among 390,000; AID 588795; also: nearly all actives have a fitted effect of over 65% in size
Target sequence (P39748 whole entry, looked up): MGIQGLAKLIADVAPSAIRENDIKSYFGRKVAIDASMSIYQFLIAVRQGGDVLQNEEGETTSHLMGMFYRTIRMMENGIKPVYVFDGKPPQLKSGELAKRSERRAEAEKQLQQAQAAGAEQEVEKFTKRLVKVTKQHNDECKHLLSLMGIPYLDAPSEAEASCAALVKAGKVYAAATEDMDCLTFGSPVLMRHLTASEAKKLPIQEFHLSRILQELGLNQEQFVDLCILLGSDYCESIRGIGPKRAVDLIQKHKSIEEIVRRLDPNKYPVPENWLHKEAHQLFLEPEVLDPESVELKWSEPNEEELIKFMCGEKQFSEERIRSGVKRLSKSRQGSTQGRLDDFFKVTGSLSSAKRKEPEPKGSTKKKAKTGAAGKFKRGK
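Read-out was taken twice, immediately and after 15 min, following addition of 50 nM substrate to 10 nM FEN1 that had sat with test compound for 15 min at room temperature. Curves came from a four-parameter Hill model.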
TDP1 cell CPT = DT40-hTDP1 cell growth loss with CPT. Potency, µM (top dose mostly 46.2 µM), for inactives: at the top dose activity change, negative = growth inhibition, hits mostly inhibitors. AID 686979. chicken DT40 Tdp1-/-;hTDP1 cells + 20 nM CPT, ATP luminescence, 48 h. hit rate 12% among 420,000; also: nearly all actives have a fitted effect of over 55% in size
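Chicken DT40 Tdp1-/- cells complemented with human TDP1, 400 cells/well, exposed to compounds plus 20 nM camptothecin for at least 48 h at 37 C; viability read as ATP content by CellTiter-Glo luminescence.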
* marks the source's active call; other numbers are inactive results; ? = inconclusive; . = no result given. Calls follow the shape of the dose curve; as a rule, active = well fitted curve in the direction sought with a large enough effect; inconclusive = small, poorly fitted or top-dose-only effect, or another doubt; inactive = no such curve, though single readings can be large; an effect the other way counts as inactive or inconclusive. Unless noted, % is scaled to controls: 0 for no effect and ±100 for the full control effect; potency is read from the fitted curve at half-maximal effect. Some of the compounds tested, so the mix of outcomes need not match the whole.

SMILES,N370S GC mod,FEN1 inh,TDP1 cell CPT
COc1cc(C(=S)N2CCOCC2)ccc1OC(=O)Cc1ccc(F)cc1,4%,17%,-17%
Cc1ccc(CC(=O)NCC(O)c2ccccc2)cc1 (stereo unspecified),-6%,7%,-11%
Cc1cc2c(=O)c(C(=O)c3ccncc3)cn(CC(=O)Nc3cccc(C)c3C)c2cc1C,.,14%,-23%
Cc1ccc(-c2cccc(NC(=O)C3C(C(=O)O)[C@@H]4C=C[C@H]3C4)c2)o1 (stereo partly specified),-12%,8%,2%
Cn1c(NCCCO)nc2c1c(=O)n(Cc1cccc(F)c1)c(=O)n2C,.,-6%,-12%
CCN(CC)C(=O)/C(NC(=O)c1ccccc1)=C(/Sc1ncccn1)c1ccccc1,1%,1%,9%
CCCCN(C(=O)c1cc(=O)[nH]c2ccccc12)c1c(N)n(CCC)c(=O)[nH]c1=O,8%,0%,-2%
CCCc1c(C)c2ccc(OCC(C)=O)cc2oc1=O,19%,-10%,-10%
Cc1cc(C)cc(N(CC(=O)NC2CCCCC2)C(=O)c2ccc(C)s2)c1,19%,-7%,?
Cc1cc(NC(=O)C(C)SCC(=O)Nc2ccccc2N2CCCC2)no1 (stereo unspecified),-29%,-21%,?

Structures shown so far with nitrogen in an aromatic ring, in the order listed:
SMILES,N370S GC mod,FEN1 inh,TDP1 cell CPT
Cc1cc2c(=O)c(C(=O)c3ccncc3)cn(CC(=O)Nc3cccc(C)c3C)c2cc1C,.,14%,-23%
Cn1c(NCCCO)nc2c1c(=O)n(Cc1cccc(F)c1)c(=O)n2C,.,-6%,-12%
CCN(CC)C(=O)/C(NC(=O)c1ccccc1)=C(/Sc1ncccn1)c1ccccc1,1%,1%,9%
CCCCN(C(=O)c1cc(=O)[nH]c2ccccc12)c1c(N)n(CCC)c(=O)[nH]c1=O,8%,0%,-2%
Cc1cc(NC(=O)C(C)SCC(=O)Nc2ccccc2N2CCCC2)no1 (stereo unspecified),-29%,-21%,?

Later entries.
SMILES,N370S GC mod,FEN1 inh,TDP1 cell CPT
Cc1[nH]n(-c2ccccc2)c(=O)c1N=Nc1cccc(Cl)c1,-7%,10%,-25%
COC(=O)CCc1cccc(CCC(=O)OC)c1,-5%,-1%,7%
Cc1nc(NC(=O)c2cc3ccccc3o2)ccc1Br,4%,2%,?
Cc1ccccc1NS(=O)(=O)c1ccc(NS(=O)(=O)c2cccs2)cc1,3%,1%,6%
CCCCN(C(=O)CSCC(=O)Nc1ccc(OC)cc1)c1c(N)n(Cc2ccccc2)c(=O)[nH]c1=O,5%,-1%,-8%
COc1cc2c(cc1OC)n(CC(=O)c1cc(C)ccc1C)c(=O)n1nc(CCn3nc(C)cc3C)nc21,.,2%,6%
Cc1cccc(CNc2cc(-c3ccccc3C)ncn2)c1,?,.,15µM*
CC(C)COC(=O)N1CC(O)CC1C(=O)Nc1ccc2c(c1)OCO2 (stereo unspecified),.,8%,-3%
COc1cccc(/C=N/n2c(C)nc3ccccc32)c1OC,13%,-1%,?
CCN1C(=O)N(C(C)=O)C2C1N(C(C)=O)C(=O)N2C(C)=O (stereo unspecified),1%,0%,20%
CSc1nnc(-c2cccc(NC(=S)NN)c2)o1,-11%,19%,-20%
CN1CC(c2ccccc2)C(c2ccc(Cl)cc2)=N1 (stereo unspecified),9%,7%,?
Cc1nc2cc(C(=O)O)ccc2n1-c1ccc(C(C)C)cc1,.,-10%,2%
CCOC(=O)NCc1ccc(CNC(=O)OCC)cc1,-8%,9%,-8%
COc1ccc(OC)c(NC(=O)N2CCc3ccccc3C2)c1,-4%,-2%,-10%
O=C(COc1ccccc1)N(Cc1cccnc1)c1nc2ccc(Cl)cc2s1,.,3%,-10%
CCCCN(C(=O)c1cc2ccccc2o1)c1c(N)n(CCCC)c(=O)[nH]c1=O,.,-1%,-17%
CC1(C)CCCC2(C)C3C(O)CC2(C)C(O)C31 (stereo unspecified),2%,.,0%
NC(=O)NC(Cc1ccccc1)c1ccccc1 (stereo unspecified),-10%,3%,-7%
COc1ccc(OC)c(NC(=O)c2nnn(Cc3ccccc3C)c2N)c1,18%,?,?
COc1ccc(CC(=O)Nc2ccc3nc(C)sc3c2)cc1OC,-8%,3%,-6%
c1ccc(Oc2ccc(-c3ccnc4ncnn34)cc2)cc1,4%,11%,7%
CC(C)C[C@H](NC(=O)c1[nH]cnc1C(=O)N[C@@H](C)C(=O)OCc1ccccc1)C(=O)OCc1ccccc1,.,-19%,?
N#C/C(=C\C1=C(N2CCOCC2)C(=C\c2ccc(Cl)cc2)/CC1)C(=O)Nc1ccccc1F,-20%,4%,16µM*
CCCC(=O)Nc1c(-c2ccc(OC)cc2)c(=O)c2ccccc2n1C,2%,-11%,-10%
COc1ccc(-c2cc(C)no2)cc1S(=O)(=O)NCC1CCN(Cc2cc(C)ccc2C)CC1,-13%,?,?
CCOC(=O)c1c(CN2CCCCC2)oc2ccc(O)cc12,-3%,1%,?
O=C(CSc1nnc(-c2ccccc2O)n1-c1ccccc1)Nc1cccc(C(=O)O)c1,?,-2%,-14%
CCCC(C(=O)Nc1ccc(S(=O)(=O)N2CCCC2)cc1)c1ccccc1 (stereo unspecified),-5%,-18%,21µM*
CC(=O)Nc1ccc2c(c1)nc(CCNC(=O)c1ccccc1)n2C,7%,4%,-3%
COc1ccc(-c2noc(COc3cc(C)ccc3C)n2)cc1OC,.,-3%,?
Cc1noc(C)c1COC(=O)CNC(=O)c1ccc(Cl)cc1,0%,21%,-20%
CCn1nc(C)c(NC(=O)CCSc2nc(-c3ccco3)cc(C(F)(F)F)n2)c1C,13%,0%,?
O=C(c1cn2ccccc2n1)N1CCc2c([nH]c3ccccc23)C1c1ccccn1 (stereo unspecified),13%,7%,-7%
O=C(NCC(c1ccco1)N1CCCC1)c1cccc(NS(=O)(=O)c2ccccc2)c1 (stereo unspecified),-8%,4%,?
CC(C)(CO)NC(=S)NCc1ccco1,15%,9%,3%
COc1ccccc1NC(=O)c1nc(SCc2ccc(F)cc2)ncc1Cl,.,19%,-20%
CC(Oc1ccc(O)cc1)(P(=O)(O)O)P(=O)(O)O,-6%,.,25%
COC(CNC(=O)c1ccc2c(c1)ncn2-c1cccc(F)c1)OC,7%,-1%,-19%
COc1cccc(-n2c(SCC(=O)Nc3ccc4c(c3)CCC4)nc3ccccc3c2=O)c1,?,-16%,?
CCOc1cc([N+](=O)[O-])cc(/C=N/NC(=O)c2c(-c3ccccc3)noc2C)c1O,6%,-7%,?
COc1cccc(NC(=O)CSC2=Nc3ccccc3C3=NC(CC(=O)NCc4ccc5c(c4)OCO5)C(=O)N23)c1 (stereo unspecified),.,-2%,?
CC(=O)c1ccc(N=Nc2c(C)[nH]n(-c3ccccc3)c2=O)cc1,-3%,-20%,1%
COc1ccc(C(=O)NC2CCN(C(=S)Nc3ccccc3)CC2)cc1,1%,-16%,-3%
O=c1[nH]c(/C=C\c2cccs2)nc(O)c1[N+](=O)[O-],21%,3%,0%
CCCCn1c(/N=C/c2cc(OC)ccc2O)nc2ccccc21,-4%,3%,-24%
Cc1cccc2cc(C#N)c(SCC(=O)NCC3CCCO3)nc12 (stereo unspecified),11%,-4%,9%
Cn1c(SCc2ccc(Cl)cc2)nnc1-c1ccc(NC(=O)CCc2ccccc2)cc1,.,0%,?
COc1cc(SC)ccc1C(=O)NCCOc1ccc(F)cc1,11%,-13%,?
Cc1ccc(C(=O)CC(C(=O)O)n2cncn2)cc1 (stereo unspecified),-14%,1%,7%

Next part; it opens with the 2 that closed the last part.
structure,N370S GC mod,FEN1 inh,TDP1 cell CPT
COc1cc(SC)ccc1C(=O)NCCOc1ccc(F)cc1,11%,-13%,?
Cc1ccc(C(=O)CC(C(=O)O)n2cncn2)cc1 (stereo unspecified),-14%,1%,7%
CCOc1ccccc1NC(=O)CSC1=C(C#N)C(c2ccco2)C(C(=O)Nc2nc3ccccc3s2)=C(C)N1 (stereo unspecified),10%,-1%,?
Cc1ccccc1NC(=O)CSc1nc2n(n1)CCCCC2,14%,4%,-10%
COc1ccc(/C=C/c2nc(-c3ccccc3)cc(=O)[nH]2)cc1,21%,-5%,-5%
Cc1csc(SCC(=O)NC(=O)NC(C)C)n1,5%,-3%,-1%
CCn1cc2c(c1-c1cccc(C)c1)c(=O)n(C)c(=O)n2C,2%,6%,-9%
CC(C(=O)N1c2ccccc2CC1C)N1CCN(S(=O)(=O)c2ccccc2F)CC1 (stereo unspecified),.,1%,?
COCCn1c(SCc2cccc([N+](=O)[O-])c2)nc2ccccc2c1=O,-2%,-22%,?
C/C=C/C(=O)NCCc1ccc(OC)c(OC)c1,1%,2%,2%
COc1ccc(CNC(=O)Cc2coc3ccc(C(C)C)cc23)cc1,.,-16%,?
COc1ccc(C(CC(=O)Nc2nccs2)C(C)C)cc1 (stereo unspecified),0%,0%,-2%
CNCCCCOc1ccc(C(C)(C)C)cc1Cl,-23%,-11%,?
COc1ccc(-n2nnc3c(SCC(=O)OCc4ccccc4)ncnc32)cc1,3%,-12%,-6%
NC1=NC(=O)/C(=C/c2ccccc2OS(=O)(=O)c2ccccc2)S1,7%,0%,-29%
CC(C)C(=O)Nc1ccc(N2CCN(c3ccc(F)cc3)CC2)cc1,-16%,1%,-17%
CC(NC(=O)C1CCN(C(=O)Nc2ccccc2)CC1)c1ccccc1Cl (stereo unspecified),.,21%,1%
CC(C)NC(=O)N1c2ccccc2Sc2ccccc21,5%,5%,?
O=C1CC2(CC(c3ccc(Cl)cc3)=NO2)C(=O)N1c1ccccc1 (stereo unspecified),1%,1%,4%
CCOn1c(=O)c(-c2ccc(OC)c(OC)c2)[n+]([O-])c2ccccc21,1%,-5%,?
Cc1ccc(S(=O)(=O)N2CCN(C(=O)COC(=O)COc3ccc(Cl)c(C)c3)CC2)c(C)c1,.,-5%,-8%
O=C(O)c1cc(-c2ccc(N3CCOCC3)cc2)nn1-c1ccc(F)cc1F,5%,-7%,-18%
CCC(=O)Nc1cccc(-c2cn3ccccc3n2)c1,-11%,6%,-4%
COc1ccc(CCNS(=O)(=O)c2cccc(C)c2)cc1OC,-2%,1%,6%
COc1ccc(CCNC(=O)CSc2nc(O)c(CC(C)C)c(=O)[nH]2)cc1OC,5%,1%,17%
CCOC(=O)c1c(NC(=O)C2CCCN(S(=O)(=O)c3ccccc3)C2)sc2c1CCCC2 (stereo unspecified),?,-8%,8.2µM*
Cc1ccc(C)c(NC(=O)C(Sc2nncn2C)c2ccccc2)c1 (stereo unspecified),20%,0%,2%
Cc1ccc(N)c(C(=O)CCCCC(=O)O)c1,-18%,-1%,2%
O=C(COC(=O)c1ccccc1O)Nc1ccc(S(=O)(=O)N2CCCCC2)cc1,9%,-12%,2%
O=C(NCc1ccco1)c1csc(Nc2ccccc2Cl)n1,5%,-17%,?
CC1Cc2ccccc2N1C(=O)CSc1nncn1C (stereo unspecified),-3%,-11%,8%
CCOc1ccc(OCC)c(NC(=O)C2CCN(S(=O)(=O)c3cn(C)cn3)CC2)c1,.,-3%,10%
COCCNC(=O)/C(C#N)=C/c1cccc(OCc2ccccc2)c1,-2%,10%,?
O=C(Cc1ccc(NC(=O)N2CCSc3ncccc32)cc1)NCc1ccccc1,.,-6%,?
COc1cc([N+](=O)[O-])ccc1NC(=O)NCCCN1CCCC1=O,-5%,-9%,-14%
COc1ccc(NC(=O)CSc2nc3ccccc3n2CC(=O)N(C)C2CCCCC2)cc1,.,12%,?
COc1ccc(C(=O)Cn2nnc(-c3ccccc3-n3cnnn3)n2)cc1,9%,0%,-4%
Cc1ccc(/C=C/C(=O)Nc2ncc(C)s2)o1,-26%,-2%,5%
COCCNC(=O)c1ccccc1NC(=O)c1ccccc1N(C)S(=O)(=O)c1ccccc1,-7%,2%,-17%
COc1ccc(CCNC(=O)C2CCN(S(=O)(=O)c3cccs3)CC2)cc1OC,3%,-8%,14%
CN(C)/C=C(\C#N)c1nc2ccccc2[nH]1,-10%,-4%,-2%
COc1ccc(NC(=O)N(C)C[C@H]2Oc3c(NC(=O)Nc4ccc(C(F)(F)F)cc4)cccc3C(=O)N([C@H](C)CO)C[C@@H]2C)cc1,.,1%,16µM*
CCOc1ccccc1NC(=O)c1sc2ncn(CC(=O)N3CCOCC3)c(=O)c2c1C,0%,1%,5%
O=C1C(=O)N(C2CCN(S(=O)(=O)c3ccc(F)cc3)CC2)CCN1Cc1ccccc1,.,7%,5%
COc1ccc(OC)c(-n2nnnc2SCC(=O)O)c1,0%,-15%,3%
